NOD2-RIPK2 inh: NOD2-RIPK2 binding disruptors in cells, primary screen, fluorescence, CHO cells, BLA complementation | Receptor-interacting serine/threonine-protein kinase 2 (Homo sapiens), O43353 | CCF4 ratio | inhibition, % at 4.98 µM | actives 0.38% (n = 360,000) | AID 624267, 2012; in the data active = inhibition above about 21%;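 note: 0% = vehicle only and 100% = reference blocker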
Target sequence (O43353 whole entry, looked up): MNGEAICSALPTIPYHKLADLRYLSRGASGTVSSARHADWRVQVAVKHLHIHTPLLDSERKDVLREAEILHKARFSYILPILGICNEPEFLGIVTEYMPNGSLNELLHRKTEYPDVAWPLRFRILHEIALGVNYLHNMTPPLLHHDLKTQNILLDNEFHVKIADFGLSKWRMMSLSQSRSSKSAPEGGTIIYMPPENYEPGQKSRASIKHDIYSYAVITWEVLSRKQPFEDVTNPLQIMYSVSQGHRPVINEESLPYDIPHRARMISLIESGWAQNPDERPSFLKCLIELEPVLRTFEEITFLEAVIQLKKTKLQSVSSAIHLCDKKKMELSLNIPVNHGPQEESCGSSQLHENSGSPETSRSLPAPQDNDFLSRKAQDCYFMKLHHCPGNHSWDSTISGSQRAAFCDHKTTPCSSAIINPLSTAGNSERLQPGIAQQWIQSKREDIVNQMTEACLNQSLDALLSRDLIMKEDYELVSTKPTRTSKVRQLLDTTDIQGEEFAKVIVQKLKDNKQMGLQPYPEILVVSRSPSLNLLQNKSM
MC4R ag barr: MC4R agonists recruiting beta-arrestin, primary screen, cell-based, luminescence, agonist arm of biased-ligand search; U2OS MC4R beta-arrestin complementation; percent of melanotan II response, DMSO zero; actives 0.98% (n = 360,000); activation, % at 8.9 µM;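 active = activation above a per-plate cutoff, the mean activation of sample wells on that plate plus 3 SD, cut at about 8% in these data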
Target sequence (P32245 whole entry, looked up): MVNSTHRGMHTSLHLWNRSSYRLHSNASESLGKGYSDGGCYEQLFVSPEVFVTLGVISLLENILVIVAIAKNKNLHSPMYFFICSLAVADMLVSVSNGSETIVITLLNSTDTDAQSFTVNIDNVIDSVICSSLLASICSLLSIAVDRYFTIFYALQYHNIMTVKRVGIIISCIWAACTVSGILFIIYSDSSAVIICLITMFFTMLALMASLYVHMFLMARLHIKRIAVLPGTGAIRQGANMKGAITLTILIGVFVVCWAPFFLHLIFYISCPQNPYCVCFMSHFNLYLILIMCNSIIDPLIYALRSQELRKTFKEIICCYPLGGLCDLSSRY
Exocytosis inh: LAMP-1 surface exposure blockers, TALL-104 cells – cell-based, flow cytometry, MLPCN library, primary screen | TALL-104 LAMP-1 surface exposure; cells stimulated with thapsigargin and PMA | inhibition, % at 10 µM | actives 0.66% (n = 360,000);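 active = inhibition above about 55%, limit read from the data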
N-glyco inh: increase of ERlucT glycosylation luciferase signal, primary screen, N-linked glycosylation inhibitor project, D54 ERlucT cells, luminescence, set 2; actives 0.23% (n = 360,000); D54 ERlucT glycosylation luciferase reporter, 24 h; percent of 100 nM tunicamycin response; reporter increase, % at 12.5 µM; AID 588692, 2011;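 active = mean luciferase reporter signal, scaled so untreated is 0 and the glycosylation-blocking control 100, at or above a set limit in every replicate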;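 note: luciferase carries N-glycosylation sites so blocking glycosylation raises the light; 0% = median of neutral control wells and 100% = median of 100 nM tunicamycin wells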
TLR9-MyD88 inh: inhibitors of TLR9-MyD88 association in cells, primary screen, cell-based, CHO, BLA complementation, fluorescence; CCF4 FRET ratio; inhibition, % at 4.98 µM; actives 0.21% (n = 340,000); AID 504734, 2011;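 active = inhibition above the mean over all tested compounds plus 3 SD, cut at about 21% in these data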;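 note: 0% = DMSO only wells and 100% = clavulanate BLA inhibitor control wells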
ABCB6 inh 2: ABCB6 transporter inhibitors, primary screen, K562-ABCB6 cells, flow cytometry, MLPCN library. actives 0.19% (n = 360,000). ATP-binding cassette sub-family B member 6 (Homo sapiens), Q9NP58. K562-ABCB6 porphyrin accumulation, 1 h; hits give low values. fluorescence ratio to DMSO, % at 10 µM;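 active = fluorescence ratio to DMSO below 75%, the collection mean minus 3 SD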;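 note: signal is porphyrin accumulated inside mitochondria; 100% equals median channel fluorescence of DMSO control wells; lower ratio means ABCB6 inhibition with less porphyrin fluorescence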
aDG glyco up: activators of alpha-DG glycosylation, primary screen, uHTS, Pro5-aDG cells, AlphaScreen; alpha-DG glycosylation AlphaScreen (IIH6); 0% Pro5, 100% B10-LARGE cell signal; activation, % at 10 µM; actives 0.22% (n = 360,000);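 active = activation of at least 8% versus controls, or a plate z-score of at least 8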;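 note: Pro5 are CHO cells carrying HIG-tagged alpha-DG that lacks glycosylation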
MC4R antag cAMP: MC4R antagonists of cAMP signaling, primary screen, cell-based, TR-FRET, antagonist arm of biased-ligand search. Melanocortin receptor 4 (Homo sapiens), P32245. MC4R-expressing cells, MTII-stimulated cAMP, LANCE TR-FRET. inhibition, % at 6.5 µM. actives 0.48% (n = 360,000);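 active = inhibition above its plate's cutoff, the mean of tested wells on that plate plus 3 SD, cut at about 29% in these data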;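 note: 0% = Melanotan II alone and 100% = Melanotan II plus saturating MCL0020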
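Test system: U2OS cells stably expressing human melanocortin 4 receptor (MC4R); also added: Melanotan II challenge; compound: 6.5 µM single dose; timing: 30-min compound preincubation, 1-h Melanotan II challenge, 1-h detection, room temperature; signal: Eu-cAMP/anti-cAMP TR-FRET, emission 671 nm; repeats: one well per compound, no replicates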
Vif inh: HIV Vif self-association inhibitors, primary screen, imaging, HEK293T, single point; AID 602346, 2012; inhibition, % at 7.49 µM; HEK293T cells, Vif self-association by quenched fluorescence, 24 h; actives 0.35% (n = 340,000); in the data active = inhibition above about 50%, passing the limit was not always enough; note: some results filed as inactive read as strong as hits
ABHD5 PLIN5 PPI: ABHD5-PLIN5 interaction inhibitors, primary screen, cell lysate, split luciferase complementation, luminescence. Perilipin-5 (Homo sapiens) + 1-acylglycerol-3-phosphate O-acyltransferase ABHD5 (Homo …. Split G. princeps luciferase complementation, 4 h. inhibition, % at 4 µM. actives 0.78% (n = 360,000). AID 602281, 2012;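 active = inhibition above the mean inhibition across every tested compound plus 3 SD, cut at about 22% in these data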;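 note: 0% = DMSO only wells and the 100% control is not disclosed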
An asterisk follows results filed as active; x = no result given; & = joins results of further samples. An excerpt. The share of hits here may be higher or lower than overall.

Value order: NOD2-RIPK2 inh	MC4R ag barr	Exocytosis inh	N-glyco inh	TLR9-MyD88 inh	ABCB6 inh 2	aDG glyco up	MC4R antag cAMP	Vif inh	ABHD5 PLIN5 PPI
- CC(C)Oc1ccc(C(=O)NC2(C(F)(F)F)NC(=O)N(CCCc3ccccc3)C2=O)cc1 (configuration not stated)
→ 3	0.1	12	-4	-1	99	0.6	2	-13	-13
- COc1ccc(N/C=C/C(=O)c2ccc3c(c2)OCO3)cc1OC
→ -10	-1.1	-1	1	-11	98	0.0	15	-9	4
- CCN(CC)CCNCc1ccc(OCc2ccc(Cl)nc2)c(OC)c1
→ 3	-1.1	3	-1	-1	96	0.3	-3	-6	-1
- Cc1ccc(S(=O)(=O)Nc2nc3ccccc3nc2N2CCOCC2)cc1
→ -11	-1.3	10	2	-1	99	0.0	13	-2	-5
- Oc1ccc(C[C@H]2CNCCN2CCc2cccc3ccccc23)cc1
→ -5	-0.1	1	-3	-27	95	3.0	9	x	12
- C=CCn1c(COc2cccc(C)c2)nnc1SCC(=O)c1c[nH]c2c(CC)cccc12
→ 2	-1.7	-1	-1	2	100	0.0	8	5	1
- CCN1CCCC1Cn1cnc2c([nH]c3cc(OC)ccc32)c1=O (configuration not stated)
→ -7	-1.7	-7	-1	-7	101	0.1	1	20	2
- CCOC(=O)COc1ccc2c(C#N)c3ccccn3c2c1
→ 4	1.1	-1	-3	26*	96	0.3	6	7	-7
- O=C1Nc2ccccc2C12OC1CCCCC1O2 (configuration not stated)
→ -2	-1.2	1	1	3	106	-0.1	4	x	-2
- Cc1ccc(/C=C/C(=O)Nc2cc(C)on2)cc1
→ -2	19*	4	3	5	94	0.0	5	-10	-5
- O=C(c1cc(COc2ccc(F)cc2Cl)on1)N1CCN(c2cnccn2)CC1
→ 7	-2.5	-2	-1	-3	94	-0.5	0	-4	1
- Cc1cc(C)c(C)c(OCCOCCNCc2ccccc2)c1
→ -10	0.7	-1	0	4	96	0.5	-2	-10	0
- Cc1ccccc1Nc1nc(N)nc(COC(=O)c2nn(C)c(=O)c3ccccc23)n1
→ -6	-2.0	-3	-1	-4	92	0.2	5	0	-8
- COc1cccc(OC)c1CN1CCCC(C(=O)c2ccccc2SC)C1 (configuration not stated)
→ -1	-3.9	7	-5	5	98	0.1	-1	-3	2
- CN(C)CCNC(=S)Nc1ccc(F)c(F)c1F
→ -3	-3.4	1	3	0	92	-0.2	6	3	-3
- CCCC(Oc1ccc(Br)cc1)c1nc2c3cc(OC)c(OC)cc3nc(=S)n2[nH]1 (configuration not stated)
→ -11	-1.9	1	3	-4	97	-0.2	5	x	-2
- CC(=O)c1ccc(Nc2cc(C)nc3ncnn23)cc1
→ 3	-1.3	-2	2	11	100	-0.1	-5	-1	4
- O=C(O)/C=C/C(=O)NCc1cn(-c2ccccc2)nc1-c1cccc(Br)c1
→ 1	4.0	-1	2	-1	102	-0.3	-6	-1	9
- CCC(C)(C)C(=O)O
→ -6	-0.6	-4	3	-10	104	1.5	5	5	11
- CCOC(=O)c1ccc(NC(=S)N2CCN(CCNC3=CC(=O)CC(C)(C)C3)CC2)cc1
→ -8	1.9	0	0	-5	99	-0.1	-1	2	-6
- CCOc1ccc(NC(=O)CN(C)CC(=O)Nc2ccccc2C#N)cc1OCC
→ -13	-1.0	-1	-2	-2	101	0.1	8	-6	-3
- CCCCCCCCC(=O)N1C(C)CCC1C (configuration not stated)
→ 4	1.2	3	-1	-3	94	-0.3	11	-5	8
- CC(=O)Nc1ccc(S(=O)(=O)N(Cc2ccco2)Cc2cc3ccccc3[nH]c2=O)cc1
→ -5	-2.0	2	-3	-29	94	-0.1	16	8	11
- CCCCN(CC)CCNC(=O)Cn1cc2c(n1)-c1c(oc(C(=O)N3CCCC3)c1C)CC2
→ 1	0.5	-12	-3	4	103	0.0	-9	-1	-6
- CCOC(=O)c1ccc(NC(=S)NCc2ccco2)cc1
→ -1	-2.1	13	-2	2	95	0.0	-2	7	3
- CC1(C)N=C(SCC(=O)Nc2ccccc2)C(c2ccc(Cl)cc2)=N1
→ -9	-0.2	-1	-1	3	87	0.7	6	-11	4
- CCOc1ccc(-c2cccc(NC(=O)COc3ccc(Cl)cc3)c2)nn1
→ -10	-2.5	-1	6	0	95	1.0	-4	1	2
- Cc1ccc(CC2CC(=O)N(c3nc4ccccc4n3C)C2=O)cc1 (configuration not stated)
→ -6	0.0	-2	1	10	98	-0.2	2	-2	10
- CCNc1nc(NCC)nc(N/N=C/c2cc(OC)c(OC)c(OC)c2)n1
→ 3	-1.3	-4	3	6	95	0.0	-1	3	4
- CC(C)c1onc(C(=O)NCc2ccccc2)c1[N+](=O)[O-]
→ -7	-0.1	1	1	9	80	0.3	2	4	-11
- COc1ccc(C2CC(c3ccc(Br)cc3)=NN2C(=O)CSC2=NCCS2)cc1 (configuration not stated)
→ -2	1.3	-4	4	0	90	0.2	18	-2	3
- CSc1ccc(CN2CCc3c([nH]c4ccccc34)C2)cc1
→ 3	11*	49	-1	-16	98	0.2	1	-1	2
- Cc1nc(Nc2nc(CSc3nc4ccccc4[nH]3)cc(=O)[nH]2)nc2ccccc12
→ -36	0.9	2	5	-6	93	-0.4	2	-12	5
- COc1ccc(N2CC(C(=O)Nc3ccc(S(=O)(=O)Nc4nccs4)cc3)CC2=O)c(OC)c1 (configuration not stated)
→ 7	-2.4	-4	4	-5	102	-0.2	20	7	-7
- Cn1c(=O)cc(OCC(=O)NCc2cccnc2)c2ccccc21
→ 3	0.4	2	5	-10	104	0.1	1	-5	-3
- NS(=O)(=O)c1ccc(CCNC(=O)c2ccccc2[N+](=O)[O-])cc1
→ -6	-1.9	2	4	-2	93	-0.2	6	0	-7
- COc1ccccc1N1CCN(C(=O)C(C)N(c2ccc(C)cc2)S(C)(=O)=O)CC1 (configuration not stated)
→ 2	-0.9	-3	-2	-7	95	0.2	7	x	15
- Cc1ccc(-c2csc(N)n2)cc1
→ -9	-0.6	-4	0	-3	103	-0.2	2	-1	9
- O=C1NC2(CCN(Cc3ccccc3)CC2)Oc2ccccc21
→ -6	-0.8	-5	1	-1	96	0.0	4	-1	0
- CCOC(=O)c1c(C)[nH]c(C(=O)N/N=C/c2cc([N+](=O)[O-])ccc2O)c1C
→ -4	-2.1	-3	-4	-1	95	-0.2	-8	9	-3
- O=C(CSc1nc2ccccc2c(=O)n1Cc1ccco1)N1CCCC1
→ -6	-3.0	0	-2	1	103	0.0	-1	-2	-2
- Cc1ccc(OCC(=O)N2CCCC(CCC(=O)N(C)CCc3ccccn3)C2)cc1 (configuration not stated)
→ 3	-0.5	-4	0	-3	95	0.4	7	-12	-1
- CCOc1cc(NC(=S)NCc2ccco2)c(OCC)cc1NC(C)=O
→ -6	-2.2	-2	2	-7	97	0.4	-3	3	-1
- c1ccc(-c2nnnn2-c2ccccc2)cc1
→ -8	0.6	1	-1	5	102	-0.1	20	-2	-3
- Cc1cnc(NC(=O)c2sc3ccccc3c2Cl)s1
→ 6	2.3	2	-21	1	97	-0.1	4	-2	-3
- COc1ccccc1N1CCN(C(=O)c2cc3ccccc3[nH]2)CC1
→ -8	-1.1	-1	0	-2	97	0.1	0	-4	-3
- CNc1cc(CS(=O)c2ccccc2)nc(-c2ccccc2)n1 (configuration not stated)
→ -7	-1.8	-1	0	0	98	0.1	-3	9	3
- CCCCOc1ccc(-c2c(C#N)c(N)nc(SCC(N)=O)c2C#N)cc1
→ 2	-0.4	-16	-5	-6	105	1.0	8	5	2
- NC(=O)C1CCN(C(=O)NC(=O)c2ccccc2)CC1
→ 1	-2.4	-6	2	5	103	0.0	-1	-3	-3
- C[C@@H](O)[C@H]1O[C@]2(C)CCC[C@H]1O2
→ 0	-1.6	-6	2	3	97	0.0	8	-2	-2
- O=C1N(c2ccccc2)C[C@@H]2C[C@@H](c3cc4ccccc4o3)N3CCC[C@@]123
→ -15	-0.7	2	-18	-1	104	1.2	12	-10	1
- COc1ccccc1NC(=O)N(C)C[C@H]1OCc2cnnn2CCCC(=O)N([C@H](C)CO)C[C@H]1C
→ -4	0.1	0	1	2	103	-0.1	-2	-2	-4
- O=C(Nc1ccc(F)cc1F)C1CCN(S(=O)(=O)c2cccnc2)CC1
→ -6	-1.2	1	-1	7	93	0.1	3	8	9
- CCCN(CCC)Cc1c(C(=O)N/N=C/c2ccc(Br)cc2)nnn1-c1nonc1N
→ -12	0.4	16	-3	-2	96	-0.1	12	4	-2
- COc1ccc(OCC(=O)NC(=S)Nc2ccc(S(=O)(=O)Nc3cc(OC)nc(OC)n3)cc2)cc1
→ -7	0.0	-2	3	2	101	-0.2	0	-2	0
- COc1ccccc1N(CC(O)CN1CCC(C)CC1)S(=O)(=O)c1ccccc1 (configuration not stated)
→ -8	-2.6	19	-3	-5	95	0.0	3	15	-3
- COc1ccc(C2/C(=C(/O)c3ccc4c(c3)CC(C)O4)C(=O)C(=O)N2CCCN2CCOCC2)cc1OC (configuration not stated)
→ -3	-1.4	1	2	-1	104	0.0	7	2	1
- CCC(=O)NCCc1nc2ccccc2n1Cc1ccc(C)cc1
→ -3	-2.3	0	0	2	90	-0.1	6	5	-2
- CCN1CCN(C(=O)c2cc3c(=O)oc4ccc(C)cc4c3s2)CC1
→ -2	-0.6	-2	1	4	110	0.1	1	6	-3
- O=C(Nc1ccccc1C(=O)Nc1ccc(Cl)cc1)c1cccnc1
→ -4	-2.2	35	0	5	99	-0.1	6	x	3

Carrying on.
Value order: NOD2-RIPK2 inh	MC4R ag barr	Exocytosis inh	N-glyco inh	TLR9-MyD88 inh	ABCB6 inh 2	aDG glyco up	MC4R antag cAMP	Vif inh	ABHD5 PLIN5 PPI
- NC1=NC(=Nc2ccc(S(N)(=O)=O)cc2)c2ccccc21
→ -2	-2.6	-3	1	1	91	0.0	0	-2	-1
- COCc1nnc(NC(=O)CCc2ccccc2)s1
→ -8	-0.1	-1	x	6	89	-0.2	1	x	2
- O=c1oc2ccccc2c(N2CCCCC2)c1CN1CCCCC1
→ -2	6.5	0	0	1	104	0.0	7	-3	0
- Cn1nc(C(=O)Nc2ccc(-n3cnnn3)cc2)c2ccccc2c1=O
→ -2	0.8	6	7	-2	99	-0.4	13	8	-4
- CC1=CC(C)(C)NC(=S)N1c1ccc2ccccc2c1
→ 4&-15	-1.8&-1.7	-6&0	2&1	4&2	91&93	0.8&0.5	-3&0	-4&-2	-10&-6
- S=c1[nH]nc(-c2cccs2)n1Cc1ccccc1
→ 4	-1.8	-1	1	-9	97	0.0	9	-1	-7
- O=C(NCCN1CCC(n2c(=O)[nH]c3ccccc32)CC1)c1ccc(Cl)cc1
→ 1	x	4	x	x	90	0.0	x	x	1
